Screening data deposited in PubChem by PCMD.
CatS block: blocks human cathepsin S protease activity | P25774 | recombinant cathepsin S, AMC dipeptide fluorescence, pooled mixtures | inhibition, %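 (tested at 5 µM per compound within 10-compound mixtures)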 | 62,000 compounds, 0.06% hits | AID 501; in the data active = inhibition above about 32%, passing the limit was not always enough; inconclusive = no clear call, values can overlap the other calls;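 note: 0% = enzyme without compound and 100% = blank without enzyme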
CatB mix inh: inhibitors of human cathepsin B in compound mixtures; Purified cathepsin B, AMC dipeptide fluorescence; inhibition, %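 (ten-compound pools at 5 µM per compound and 50 µM total)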; 62,000 compounds, 0.06% hits; P07858; in the data active = inhibition above about 22%, passing the limit was not always enough; inconclusive = no clear call, values can overlap the other calls;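 note: 0% = enzyme without compound and 100% = no enzyme blank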
CatG inh: inhibitors of human cathepsin G | purified enzyme, AMC-tetrapeptide fluorescence, pooled mixtures | inhibition, % at 5 µM (by protocol) | 62,000 compounds, 0.2% hits;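 active = inhibition above 20% in each of the two mixture wells holding the compound; inactive = inhibition of 20% or less in either well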;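 note: 0% = enzyme control without mixture and 100% = blank lacking enzyme; strong numbers were not always called active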
C1s inh: human complement C1s inhibition | purified C1s, fluorogenic AMC substrate, pooled mixtures | P09871 | mean inhibition % of two 10-compound mixtures (hits give high values), % at 5 µM (by protocol) | AID 538 | 62,000 compounds, 0.16% hits;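 active = inhibition above 20% in each of the two 10-compound mixture wells holding the compound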;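 note: 0% = enzyme wells lacking compound mixture and 100% = no-enzyme blank wells; some compounds called inactive have numbers as strong as hits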
CatB inh: blocks human cathepsin B protease activity. P07858. purified cathepsin B, fluorogenic substrate, fluorescence. inhibition, %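 (tested at 10 µM)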. 63,000 compounds, 0.1% hits; in the data active = inhibition above about 21%;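 note: 0% = enzyme with no compound and 100% = no enzyme blank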
AP ELISA ortho: orthogonal test for alternative complement pathway inhibitors. Human serum alternative complement pathway, LPS-coated ELISA, C3 deposition; tested in compound mixtures. inhibition, % at 5 µM. 62,000 compounds, 0.08% hits. AID 1235;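 active = inhibition above 30% in each of the two pooled mixtures holding the compound, so the lower value exceeds 30%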;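 note: 0% = serum in Mg-EGTA without compound and 100% = EDTA serum blank; some compounds past the cut are filed as inactive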
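Test system: human serum alternative complement pathway, C3 deposition on LPS-coated wells; also added: Plate-bound LPS; doses: 5 µM per compound in ten-compound mixtures; schedule: 1 h at 37 °C; detection: Anti-C3 ELISA, OD 450 nm; evaluation: percent inhibition of C3 deposition onto LPS; repeats: two pool placements per compound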
Ec RNAP inh: blocks E. coli RNA polymerase transcription. AID 559. fluorescence transcription assay. inhibition, %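 (tested at 10 µM)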. 62,000 compounds, 0.2% hits. P0A8V2; in the data active = inhibition above about 20%;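 note: 0% = enzyme without compound and 100% = no enzyme blank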
CatL inh: inhibitors of human cathepsin L | P07711 | purified cathepsin L, fluorogenic substrate, fluorescence | inhibition, %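 (tested at 10 µM)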 | 58,000 compounds, 0.17% hits; in the data active = inhibition above about 45%;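 note: 0% = enzyme with no compound and 100% = no enzyme blank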
Target sequence (P07711 114-288 limits assumed): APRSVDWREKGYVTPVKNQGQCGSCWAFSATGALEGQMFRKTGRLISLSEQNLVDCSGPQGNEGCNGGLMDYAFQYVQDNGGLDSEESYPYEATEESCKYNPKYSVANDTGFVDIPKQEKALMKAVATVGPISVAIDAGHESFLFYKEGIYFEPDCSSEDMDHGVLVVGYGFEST
Target sequence (P07711 292-333 limits assumed): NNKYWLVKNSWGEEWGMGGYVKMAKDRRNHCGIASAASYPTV
FXIa mix inh: blocks human factor XIa in pooled compound mixtures | P03951 | AID 680 | purified FXIa, fluorogenic substrate | 62,000 compounds, 0.19% hits | inhibition, % at 5 µM; in the data active = inhibition above about 20%, passing the limit was not always enough;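 note: each value is inhibition by a whole ten-compound pool holding the compound; 0% = enzyme with no mixture and 100% = wells lacking enzyme; strong numbers were not always called active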
Target sequence (P03951 19-387 limits assumed): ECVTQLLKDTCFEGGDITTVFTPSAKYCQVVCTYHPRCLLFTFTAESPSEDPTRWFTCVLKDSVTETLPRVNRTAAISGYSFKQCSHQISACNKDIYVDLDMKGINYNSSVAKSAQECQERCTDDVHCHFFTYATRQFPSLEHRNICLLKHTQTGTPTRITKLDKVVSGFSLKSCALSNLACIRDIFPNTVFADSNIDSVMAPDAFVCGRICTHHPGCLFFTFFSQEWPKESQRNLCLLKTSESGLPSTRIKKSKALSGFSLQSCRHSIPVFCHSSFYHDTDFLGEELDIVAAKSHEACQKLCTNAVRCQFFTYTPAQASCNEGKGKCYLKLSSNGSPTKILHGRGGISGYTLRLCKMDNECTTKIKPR
Target sequence (P03951 388-625 limits assumed): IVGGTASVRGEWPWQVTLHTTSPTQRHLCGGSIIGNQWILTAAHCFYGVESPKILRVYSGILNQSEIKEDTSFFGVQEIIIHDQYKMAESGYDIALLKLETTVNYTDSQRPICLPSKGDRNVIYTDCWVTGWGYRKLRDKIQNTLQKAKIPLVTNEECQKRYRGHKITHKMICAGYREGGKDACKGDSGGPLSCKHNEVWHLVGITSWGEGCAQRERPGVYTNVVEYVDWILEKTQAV
An asterisk follows results filed as active; ? = inconclusive; . = not tested or not shown. Only part of the results is shown; the hit share may differ from the screen's.

smiles	CatB mix inh	CatB inh	C1s inh	AP ELISA ortho	CatS block	FXIa mix inh	CatG inh	Ec RNAP inh	CatL inh
CCN1CCc2c(sc(N)c2C#N)C1	-1	-5	-48	14	-10	3	-6	0	-19
O=C(NC12CC3CC(CC(C3)C1)C2)C1=COCCO1	6	3	-3	8	19	1	7	9	8
Cc1cc(=O)n(C)c(=O)n1CCCNc1ccccc1	2	1	12	-1	-2	4	5	6	11
Cc1cccc(OCC(=O)Nc2cccc(-c3nnc(-c4ccccc4)o3)c2)c1C	8	1	5	4	4	3	1	12	11
COc1nc(-c2ccccc2)cc(-c2ccccc2)n1	-3	.	-9	11	-3	-4	8	1	-11
Cc1sc2c(c1C)c(=O)n(-c1ccccc1)c1nnc(C)n21	-1	2	-6	-7	-6	3	-12	-2	8
Cc1cc(C(=O)CSc2n[nH]c(N)n2)c(C)n1-c1cc(F)ccc1F	3	2	15	-4	16	9	14	10	21
Cc1cc(/N=C/C=C2\N(C)c3ccccc3C2(C)C)n(CCC#N)n1	5	4	18	0	12	19	11	6	1
CC(=O)c1c(N2CCN(c3ccccc3)CC2)nc(=S)n(-c2ccccc2)c1C	4	0	2	8	-17	6	10	10	2
Nc1nc(CN2CCCCC2)cs1	-8	-2	5	-9	4	3	0	5	10
CCOc1cccc(C(=O)Nc2ccc(N(CC)CC)cc2)c1	1	0	-8	7	3	-4	3	11	5
O=C(NCCCO)c1ccc2[nH]c3ccccc3c2c1	2	8	-8	9	10	6	9	7	.
COc1ccccc1-n1nnnc1SCC(=O)NC1CCCC1	-1	1	-10	12	-5	5	6	2	0
CC(=O)Nc1cccc(N2C(=O)CC(Cc3ccccc3)C2=O)c1 (centres undefined)	1	6	-5	4	2	3	7	10	.
O=C(NCCc1ccccc1)c1ccc2c(c1)N(Cc1ccccc1)C(=O)CS2=O (centres undefined)	0	2	-3	21	-5	4	8	0	.
O=C(O)c1ccc2c(c1)N(Cc1cccc(F)c1)C(=O)CS2	5	1	10	12	2	8	15	5	8
C=CCOc1cccc(C2/C(=C(/O)c3ccccc3)C(=O)C(=O)N2CCCN2CCOCC2)c1 (centres undefined)	5	0	7	18	-4	8	1	7	-20
Cc1cccc(N(C)C(=O)COc2cc(=O)n(C)c3ccccc23)c1	2	2	7	29	-2	4	9	-2	.
COC(=O)c1[nH]c2cc(OC)c(OC)cc2c1NC(=O)CN1CCN(Cc2ccccc2)CC1	1	2	-21	4	30	2	0	-3	-22
CCCN(c1ccc(OCC)cc1)S(=O)(=O)c1ccc2c(c1)CCN2C(=O)CCC(=O)O	-5	3	-32	-2	-9	-3	3	9	9
Cc1ccccc1CS(=O)(=O)CCC(=O)NCCN1CCN(c2cccc(Cl)c2)CC1	7	1	-28	9	12	17	4	5	21
COC(=O)c1c(NC(=O)CN2CCC(C(N)=O)CC2)c2c(C)cccc2n1C	-2	3	4	-6	14	-3	11	4	.
N#CN=C1SCCS1	-3	0	-6	-7	-7	2	-5	4	.
O/N=C(\Cc1cscn1)c1ccc(O)cc1O	5	-5	-9	13	-7	8	-2	4	-1
COc1ccc(CCn2c(-c3ccco3)nc3nc4ccccc4nc32)cc1OC	0	1	12	4	-6	1	4	4	5
O=C(c1c(Cl)nc2sccn12)N1CCN(c2cccc(Cl)c2)CC1	0	2	-1	13	-7	10	-3	-9	-11
c1cncc(-c2nn3c(Cn4nnc5ccccc54)nnc3s2)c1	1	-2	13	-6	-2	5	10	8	0
CCN1CCCC1CN(Cc1cc2c(C)cc(C)cc2[nH]c1=O)C(=O)NC1CCCCC1 (centres undefined)	1	1	-26	-17	-5	-1	-8	6	12
Cc1ccc(S(=O)(=O)NCCN(CCNS(=O)(=O)c2ccc(C)cc2)S(C)(=O)=O)cc1	0	1	-2	4	6	9	-3	-7	.
CCN(CCNC(=O)Nc1ccc(Cl)cc1)c1ccccc1	0	5	-11	12	5	8	10	8	6
Cc1sc2nc(SCC(=O)N3CCCC3)[nH]c(=O)c2c1C	2	5	18	1	3	2	13	10	18
Cc1cc(C)cc(NC(=O)CSc2nnc(Cc3cccn3C)n2-c2ccc(F)cc2)c1	-6	0	-5	12	-1	-4	6	5	3
COc1ccc(NC(=O)c2cc3n(n2)C(C(F)(F)F)CC(c2ccc4c(c2)OCO4)N3)cc1OC (centres undefined)	5	6	12	14	8	6	9	2	4
S=c1[nH]ncn1/N=C/c1ccccc1	0	3	12	-2	7	2	9	4	10
O=C(CSc1ccccc1)Nc1cccnc1	5	-7	-37	16	-7	8	-1	1	-6
O=C(CN1CC(=O)Oc2ccccc21)NCc1ccco1	1	-2	-30	11	-7	1	-3	0	-7
CCn1nnnc1SCC(=O)N1c2ccccc2CCc2ccccc21	5	5	6	-6	16	4	1	8	7
Cc1cc(C)c2[nH]c(=O)c(CN(CC3CCCO3)C(=O)C3CCCO3)cc2c1 (centres undefined)	5	0	23	8	4	28	28	5	2
COCCCNC(=O)C1CCCN(C(=O)Nc2ccc(OC)cc2)C1 (centres undefined)	11	2	3	3	21	10	-1	13	-1
CCOC(=O)N1CCN(C(=O)CN(c2ccc(Cl)c(C(F)(F)F)c2)S(C)(=O)=O)CC1	2	5	4	7	9	-2	7	5	11
COc1ccccc1N1C(=O)c2ccccc2NC1c1ccncc1 (centres undefined)	-4	3	-10	2	-20	1	-3	-1	-17
COC(=O)c1cccc(NC(=O)c2cccc(OC)c2)c1	-6	-1	-1	8	4	7	2	-1	3
COc1cc(C)c(-c2cc(C(=O)O)c(C)o2)cc1C(C)C	0	4	-4	7	3	-1	-2	5	1
CCOC(=O)CC1=C(C(=O)OCC)C(c2ccncc2)C(C#N)=C(N)O1 (centres undefined)	0	7	14	13	-4	9	8	4	9
Cc1cc(C)cc(N(CC(=O)NCc2ccc3c(c2)OCO3)C(=O)CCC(=O)Nc2ccccn2)c1	4	7	-2	-14	12	4	-3	5	0
COc1ccccc1OCCSc1nnnn1-c1ccc(C)cc1	-1	0	13	19	-4	9	7	5	1
Cc1ccc(N(C(C)C(=O)Nc2ccc3c(c2)OCO3)S(C)(=O)=O)cc1 (centres undefined)	7	1	43	-6	27	5	-4	8	15
O=C(Nc1ccc(N2CCOCC2)c(F)c1)c1ccncc1	-1	-3	-58	5	-16	-6	-9	6	-3
CCc1nnc2sc(-c3cc(-c4ccccc4)nc4ccccc34)nn12	4	0	-30	7	-10	3	-2	4	-2
CC1CN(C(=O)N(C)C)CCN1C(=O)N(C)C (centres undefined)	1	6	-8	15	-7	4	4	-3	-6
CC1CCN(CCCNC(=O)c2cc3c(=O)n(C)c4ccccc4c3n2C)CC1	0	1	-5	13	?	5	6	2	-1
COC(=O)C1C2C=CC3(CN(Cc4ccco4)C(=O)C13)O2 (centres undefined)	2	0	8	15	-9	6	8	-1	-7
Cc1cc(C(=O)NCc2ccccc2)no1	6	-4	-2	3	15	3	-1	2	7
CCOC(=O)C1CCN(C2CC(=O)N(c3ccc(OCC)cc3)C2=O)CC1 (centres undefined)	4	8	18	21	14	3	15	7	17
Cc1ccc2c(CC(=O)OC3CCOC3=O)coc2c1 (centres undefined)	1	7	-4	0	12	6	-1	9	19
CCCCNC(=O)CS(=O)Cc1nc(-c2cccc(C)c2)oc1C (centres undefined)	0	-1	16	9	-1	1	12	4	15
COc1ccc(S(=O)(=O)Cc2ccc(C(=O)NCc3ccccn3)o2)cc1	-4	4	-10	-5	5	2	1	8	.
Cc1ccc(SCc2nc(-c3ccccc3)no2)cc1	-2	0	0	3	0	9	5	0	4
COc1ccc(OC)c2[nH]c(=O)c(CCNS(=O)(=O)c3ccccc3)cc12	-2	10	-58	-6	2	39	7	5	9
CC(=O)Nc1cccc(NC(=O)c2oc3ccccc3c2C)c1	1	-1	9	16	-1	14	3	0	7

A portion from further up:
smiles	CatB mix inh	CatB inh	C1s inh	AP ELISA ortho	CatS block	FXIa mix inh	CatG inh	Ec RNAP inh	CatL inh
COc1ccccc1N1C(=O)c2ccccc2NC1c1ccncc1 (centres undefined)	-4	3	-10	2	-20	1	-3	-1	-17
COC(=O)c1cccc(NC(=O)c2cccc(OC)c2)c1	-6	-1	-1	8	4	7	2	-1	3
COc1cc(C)c(-c2cc(C(=O)O)c(C)o2)cc1C(C)C	0	4	-4	7	3	-1	-2	5	1

New compounds follow:
smiles	CatB mix inh	CatB inh	C1s inh	AP ELISA ortho	CatS block	FXIa mix inh	CatG inh	Ec RNAP inh	CatL inh
CCn1cc2c(c1-c1cccc(C)c1)c(=O)n(C)c(=O)n2C	1	1	6	28	1	2	6	10	7
C=CCNC(=O)C12CC3CC(C1)CC(C(=O)NCC=C)(C3)C2	-4	-1	-3	20	-9	5	0	-10	-15
CCSc1nnc(-c2ccccc2N)c(=O)[nH]1	4	2	16	-7	8	10	13	9	.
COc1cc(-c2nc(Cc3c(F)cccc3Cl)no2)cc(OC)c1OC	-4	-5	-10	17	11	3	-3	1	-4
C=CCOc1ccccc1/C=c1\sc2nc(=O)c(C)nn2c1=O	0	0	1	6	1	9	3	-2	5
NC1CCCCC1N=Cc1c(O)n(CCc2ccc(F)cc2)c(=O)[nH]c1=O (centres undefined)	1	2	8	8	-5	2	8	2	1
c1cncc(-c2noc(C34CC5CC(CC(C5)C3)C4)n2)c1	2	4	35	10	5	9	11	-1	6
COc1cccc(C2CC(c3ccc(Cl)cc3)n3nc(N)nc3N2)c1 (centres undefined)	0	-1	8	17	-3	6	9	0	-10
CCn1c(CCCNC(=O)c2cccs2)nc2ccccc21	4	7	-40	-1	16	8	-7	7	.
CCn1c(SCC(=O)Nc2ccc(OCc3ccccc3)cc2)nnc1-c1ccco1	2	5	-33	1	-4	2	5	2	18
COCCNC(=O)c1c[nH]c2ccc(OC)cc2c1=O	-2	5	2	-8	0	1	9	8	31
COC(=O)c1ccc(Cl)c(NC(=O)CSc2ncn[nH]2)c1	-2	0	0	9	8	1	9	6	5
CN(C)c1ccc(C(CC(=O)O)NC(=O)c2ccc(Cl)cc2)cc1 (centres undefined)	3	-4	6	10	-10	8	-1	2	-10
O=C(CCCCn1c(=O)[nH]c2ccccc2c1=O)N1CCN(c2ncccn2)CC1	1	2	3	17	1	2	8	-1	-9
CSc1nc2nc(-c3ccccc3)cc(C(F)(F)F)n2n1	0	3	-27	9	0	4	-2	0	-21
COC(=O)c1cccc(NS(=O)(=O)c2cccs2)c1C	-5	3	4	6	1	2	8	3	.
c1ccn2c(SCc3cn4ccsc4n3)nnc2c1	1	4	13	7	0	5	-8	5	10
CN(C)S(=O)(=O)N1CCC(C(=O)O)(c2ccccc2)CC1	5	3	3	9	0	6	10	9	0
Cn1c(=O)c2c(nc(NCc3ccc4c(c3)OCO4)n2Cc2ccccc2Cl)n(C)c1=O	2	1	-1	14	4	6	7	15	6
CC(C)(Oc1cccc2ccccc12)C(=O)O	3	-1	14	7	-9	7	11	9	2
COc1ccc(-n2c(COc3ccccc3)nnc2SCC(N)=O)cc1	-1	7	14	-9	10	4	8	8	8
